EPAC2 antagonist: antagonists of human EPAC2; Q8WZA2; EPAC2 GEF exchange of Rap1B-BODIPY-GDP, fluorescence; Potency, µM (series often up to 114 µM), without a hit: at the top dose activity, negative = inhibition, hits mostly inhibitors; 360,000 tested, 0.18% active; note: potency is the fitted concentration of half-maximal effect; % is set by controls: 0 for no effect and ±100 for the full control effect; nearly all actives have a fitted effect of over 45% in size; many of its hits are not listed in these tables
PTHR1 ag: agonists of human PTHR1 parathyroid hormone receptor. Q03431. HEK293 GP2 PTHR1 cells, GloSensor cAMP luminescence, 1 h. Potency, µM (series often up to 115 µM), inactives show at the top dose activation, actives largely listed as activators. 410,000 tested, 0.075% active; note: potency is the fitted concentration of half-maximal effect; nearly all actives have a fitted effect of over 55% in size; some results filed as inactive show a strong effect at the top dose; inactives centre near -15; many of its hits are not listed in these tables
Target sequence (Q03431 whole entry, looked up): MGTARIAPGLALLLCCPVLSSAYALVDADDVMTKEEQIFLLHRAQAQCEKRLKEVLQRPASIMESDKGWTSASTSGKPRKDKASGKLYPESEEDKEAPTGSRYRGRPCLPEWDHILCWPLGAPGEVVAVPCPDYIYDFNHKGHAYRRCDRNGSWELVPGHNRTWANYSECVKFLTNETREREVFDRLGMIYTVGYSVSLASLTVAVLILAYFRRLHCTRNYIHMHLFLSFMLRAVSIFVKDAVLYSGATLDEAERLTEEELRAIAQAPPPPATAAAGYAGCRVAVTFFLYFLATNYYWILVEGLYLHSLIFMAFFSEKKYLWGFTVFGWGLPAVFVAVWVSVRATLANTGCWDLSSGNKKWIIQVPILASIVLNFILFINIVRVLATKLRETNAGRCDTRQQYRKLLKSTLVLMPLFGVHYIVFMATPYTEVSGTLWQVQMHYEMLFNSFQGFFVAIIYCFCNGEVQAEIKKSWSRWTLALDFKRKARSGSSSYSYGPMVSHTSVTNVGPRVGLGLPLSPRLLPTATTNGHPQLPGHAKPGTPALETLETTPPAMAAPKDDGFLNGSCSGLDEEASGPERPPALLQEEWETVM
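HEK-293-derived GP2 cells expressing PTHR1 and a GloSensor cAMP reporter, 3,000/well, plated overnight, given luciferin plus IBMX (each 0.5 mM as added) for 1 h at 37 °C, then compound for 1 h at 37 °C. Luminescence was read after 15 min at room temperature.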
MmCpn inh: inhibitors of Methanococcus maripaludis chaperonin (MmCpn) | purified Mm-Cpn ATPase, ADP Transcreener TR-FRET | Potency, µM (doses to about 76.9 µM), inactives show top-dose activity, negative = inhibition, hits mostly inhibitors | 330,000 tested, 0.031% active | AID 504842; note: potency is the fitted concentration of half-maximal effect; % is set by controls: 0 for no effect and ±100 for the full control effect; nearly all actives have a fitted effect of over 80% in size
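Purified archaeal Mm-CPN (25nM final) preincubated 10 min at 37degC with compound, then 10uM ATP for 30 min at 37degC; ADP measured by HTRF Transcreener TR-FRET; buffer 30 mM TRIS pH 7.4, 100mM KCl, 5mM MgCl2, 1mM DTT.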
DRD3 antagonist: antagonists of human D3 dopamine receptor; P35462; D3R cells, DiscoveRx beta-arrestin luminescence, antagonist mode; active compounds read low; max response, negative = inhibition, %; 360,000 tested, 2.5% active; in the data active = max response below about -50%; inconclusive = no clear call, values can overlap the other calls; note: % is set by controls: 0 for no effect and ±100 for the full control effect; mostly tested at two doses, the higher about 12 µM
Target sequence (P35462 whole entry, looked up): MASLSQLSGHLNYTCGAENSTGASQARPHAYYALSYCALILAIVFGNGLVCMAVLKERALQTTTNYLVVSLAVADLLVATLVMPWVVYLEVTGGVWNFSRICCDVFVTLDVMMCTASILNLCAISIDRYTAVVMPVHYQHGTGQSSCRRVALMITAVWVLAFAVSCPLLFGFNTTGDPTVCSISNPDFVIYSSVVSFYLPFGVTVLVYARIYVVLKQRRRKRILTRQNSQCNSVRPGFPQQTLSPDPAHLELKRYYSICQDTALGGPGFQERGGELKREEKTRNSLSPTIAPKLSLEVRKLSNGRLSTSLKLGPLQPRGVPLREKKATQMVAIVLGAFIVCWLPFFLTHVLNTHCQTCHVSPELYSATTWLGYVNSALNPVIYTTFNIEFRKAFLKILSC
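Cells expressing the human receptor were seeded at 1500 cells/well, incubated overnight at 37 degrees C in 5% CO2, then exposed to library compounds with dopamine controls for 90 minutes at 37 degrees C before luminescent detection.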
DRD3 agonist: agonists of human D3 dopamine receptor. P35462. D3R DiscoveRx beta-arrestin cells, luminescence, 90 min. max activation, %. 410,000 tested, 0.58% active; in the data active = max activation above about 30%; note: 0% is about no effect; mostly tested at two doses, the higher about 12 µM
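Agonist-mode cell screen: cells plated at 1500/well and incubated overnight at 37 °C, then exposed to library compounds for 90 min at 37 °C. Detection reagent was added for 30–60 min at room temperature, and luminescence was read.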
EPAC2 agonist: EPAC2 (human) agonism; Potency, µM (titrated, usually from 154 µM), for inactives: at the highest dose activation, most hits filed as activators; Q8WZA2; 360,000 tested, 0.079% active; EPAC2 activation, biochemical qHTS; response scale: 100% = 6.5 mM cAMP response; AID 720711; note: potency is the fitted concentration of half-maximal effect; nearly all actives have a fitted effect of over 50% in size
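Compounds were titrated in qHTS against a Rap1B-BODIPY-GDP (250 nM) complex with EPAC2 (100 nM) and GDP (50 uM). BODIPY-GDP release tracked at 480/540 nm over 30 min at room temperature, normalized to 6.5 mM cAMP.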
CCT modulator: modulators of cytosolic chaperonin (CCT/TRiC) activity; purified chaperonin ATPase assay, HTRF ADP detection, 30 min; activity change, % (no concentration beside the values), hits read low; 360,000 tested, 0.3% active; AID 651819; in the data active = activity change below about -30%; note: % is set by controls: 0 for no effect and ±100 for the full control effect
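ATPase activity: ADP formed was measured by HTRF Transcreener (665/615 nm ratio) after 30 min at 37 deg C with 10 uM ATP. Compounds screened at one 76 uM concentration against 40 or 20 nM TRiC in Tris pH 7.4/KCl/MgCl2/DTT buffer.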
Akt phos inh: Akt phosphorylation inhibition; Neuro2A IGF-stimulated pAkt S473 HTRF, 20 min; active compounds read low; activity change, % for hits at 50 µM; 360,000 tested, 0.32% active; AID 651550; in the data active = activity change below about -80%; inconclusive = mostly about -51% to -80%; note: % is set by controls: 0 for no effect and ±100 for the full control effect
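Neuro2A cells in DMEM with 0.5% FBS, overnight at 37 deg C, given compound at single 50 µM final, then IGF (6 nM final) for 20 min at 37 deg C. Lysed; phospho-Akt Ser473 by HTRF after 24 h, 665/615 ratio.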
The depositor's hits bear a star; i = inactive; ? = inconclusive; · = no result given; [ ] = remark or other dose. Unless noted, calls come from the whole dose curve; as a rule, active = well fitted curve in the direction sought with a large enough effect; inconclusive = small, poorly fitted or top-dose-only effect, or another doubt; inactive = no such curve, though single readings can be large; an effect the other way counts as inactive or inconclusive.

canonical_smiles,EPAC2 antagonist,PTHR1 ag,MmCpn inh,DRD3 antagonist,DRD3 agonist,EPAC2 agonist,CCT modulator,Akt phos inh
O=C(COC(=O)c1ccc(Cl)c(S(=O)(=O)N2CCOCC2)c1)Nc1ccc2[nH]c(=O)[nH]c2c1,4%,-14%,-12%,10,-5,-4%,2.2,i
Cc1ccc(-n2ccnc(SCC(=O)NCCc3ccccc3)c2=O)cc1F,2%,-4%,-5%,-14,-6,12%,-1.3,i
CCN(C[C@H]1N[C@@](CC)(C(=O)OC)[C@H]2C(=O)N(Cc3ccccc3)C(=O)[C@@H]12)C(=O)c1ccc(C)cc1,-8%,i,0%,82,55*,0%,0.0,i
Cc1cc(C)cc(N(C(=O)c2csnn2)C(C(=O)NC(C)(C)C)c2ccccn2)c1 (stereo not drawn),0%,27%,0%,4,9,5%,0.9,i
Cc1ccc(Cl)c2c1NC(=O)C2(O)CC(=O)c1ccc(Br)cc1 (stereo not drawn),-3%,-1%[57.5 µM],3%,?,2,2%,1.1,i
CC1(C)CC(NC(=O)c2cc(Cl)ccc2Cl)CC(C)(C)N1,19%,-15%,1%,-9,1,6%,0.3,i
O=C(OCc1ccccc1)c1cccc(-c2nnc(-c3ccccc3)o2)c1,1%,-20%[57.5 µM],1%,25,38*,6%,-2.3,i
Cc1ccc(-c2noc(CSc3nnnn3C3CCCCC3)n2)cc1,?,-17%,-1%,0,0,7%,-2.0,i
CCc1nc(C#N)c(N2CCOCC2)o1,2%,-18%,1%,7,-4,-9%,0.3,i
O=C(Nc1ccc(Br)cc1F)c1ccncc1,25%[57.1 µM],i,-2%,-3,6,-19%,-0.6,i
CCOC(=O)c1ccccc1NC(=S)N1CCN(C2CCCCC2)CC1,3%,-17%,-2%,-11,-5,11%,-1.7,i
Cc1ccc(C(=O)N/C(=C\c2ccc(-c3cccc([N+](=O)[O-])c3)o2)C(=O)NC(C)(C)C)cc1,10%,i,1%,46,2,-14%,-2.2,i
COc1ccc(C2(C(=O)Nc3ccc(C(=O)O)cc3)CCOCC2)cc1,4%,i,0%,-23,0,7%,-1.2,i
COc1ccc(C(Nc2ccc(S(=O)(=O)N3CCOCC3)cc2)C(=O)NCCC(C)C)cc1OC (stereo not drawn),-9%,i,2%,0,5,-8%,-3.4,i
Cc1ccc(C)c(N=Nc2nc3ccccc3n2C)c1,-3%,-18%[57.5 µM],-4%,-27,24,7%,-3.2,i
CCCCn1c(N)c(N(CCOC)C(=O)CSCc2ccc(C)cc2)c(=O)[nH]c1=O,21%,3%,1%,-21,-16,9%,0.3,i
COc1ccc(CCNC(=O)c2cc3c(=O)n4cccc(C)c4nc3n(CC3CCCO3)c2=N)cc1 (stereo not drawn),-20%,-32%[inhibitor],1%,8,2,-7%,-0.3,i
NC(=O)COc1c(-c2ccc(Br)o2)oc2ccccc2c1=O,12%,i,-17%,-25,-1,7%,-1.0,i
CC(c1ccccc1)N1CC(C(=O)N2CCN(Cc3ccc(C#N)cc3)CC2)CC1=O (stereo not drawn),9%,-21%,-5%,8,0,3%,-4.9,i
COc1cc(/C=C/C(=O)O)cc(S(=O)(=O)Nc2cc(Cl)c(Cl)cc2Cl)c1OC,?,-13%,5%,-15,-9,-4%,-2.0,i
CC1CCCCN1C(=O)C1CCN(S(=O)(=O)c2ccc(-n3cnnn3)cc2)CC1 (stereo not drawn),3%,-17%,1%,9,10,0%,0.2,i
CC(C)(C)c1cc(C(=O)Nc2cccc3ccccc23)ccn1,8%,i,0%,-1,-4,7%,-1.7,i
CC(C)COc1nc2ccccc2nc1C(C#N)C(=O)NC1CCCCC1 (stereo not drawn),-4%,i,-1%,6,-6,5%,-0.1,i
O=C(CC1C(=O)NCCN1Cc1cccc(C(F)(F)F)c1)NCCCOc1cccnc1 (stereo not drawn),6%,i,1%,19,3,0%,-1.8,i
CC(=O)c1c(C)[nH]c(C(=O)N2CCN(c3ccccn3)CC2)c1C,-2%,-3%,2%,3,11,0%,0.0,i
CCOCCCNS(=O)(=O)c1ccc(NC(=O)CN2C(=O)c3ccccc3C2=O)cc1,3%,i,0%,1,-9,11%,0.0,i
CCCCC(CC)C(=O)NCC(C)NC(=O)C(CC)CCCC (stereo not drawn),-3%,-2%,-1%,-12,1,-16%,-2.1,i
O=S(=O)(Cc1ccccc1)N1CCCC(c2nc(-c3ccc(F)cc3)no2)C1 (stereo not drawn),0%,i,3%,11,-18,23%,-1.5,i
O=C1N[C@@H](Cc2ccccc2)C(=O)N1CCN1CCOCC1,-3%,i,0%,15,5,10%,-1.6,i
O=S(=O)(c1ccc(-c2nc3ccccc3s2)cc1)N1CCCC1,3%,-22%[57.5 µM],0%,5,-9,-1%,-0.9,i
NC(=O)c1ccccc1N=Cc1ccccn1,-17%,2%,-1%,-11,-1,0%,-0.4,·
CC1CCCCN1CCNC(=O)c1ccc2c(c1)N(Cc1cccc(Cl)c1)C(=O)c1ccccc1S2=O (stereo not drawn),6%,-24%,0%,-15,-18,-1%,-0.9,i
O=C(CCC1CCCN(C(=O)c2ccoc2)C1)NCc1ccccc1F (stereo not drawn),11%,i,-4%,4,5,-5%,-3.9,i
CCOc1ccc(N2CC(C(=O)NNC(=O)c3ccc(F)cc3)CC2=O)cc1 (stereo not drawn),-1%,22%,1%,-4,4,7%,1.7,i
CCCC(=O)NC(=S)Nc1cccc(Cl)c1N1CCCC1,-24%,-16%,-1%,-28,-8,-4%,0.2,i
O=C1CCCc2nc(N3CCN(C(=O)c4ccco4)CC3)ncc21,2%,i,-3%,11,-5,-5%,0.8,i
O=C(Nc1ccccc1)C1=C[C@H](c2ccc(C(F)(F)F)cc2)C[C@H](OCc2ccc(CO)cc2)O1,-3%,-21%,1%,14,22,12%,0.6,i
O=C(NCC(F)(F)F)c1nn(Cc2ccccc2)c(=O)c2ccccc12,-2%,-1%,2%,-8,8,5%,-0.4,i
O=C(CNS(=O)(=O)c1ccccc1)NCC(=O)N1CCCCC1,11%,-35%[inhibitor],-2%,4,12,6%,-3.1,i
O=C(Nc1ccc(S(=O)(=O)Nc2ccccc2)cc1)C1COc2ccccc2O1 (stereo not drawn),-5%,-40%[inhibitor],2%,-23,-7,24%,1.3,i

In another format: results already given.
Results follow in this order: EPAC2 antagonist | PTHR1 ag | MmCpn inh | DRD3 antagonist | DRD3 agonist | EPAC2 agonist | CCT modulator | Akt phos inh
- CCCCC(CC)C(=O)NCC(C)NC(=O)C(CC)CCCC (stereo not drawn)
  -3% | -2% | -1% | -12 | 1 | -16% | -2.1 | i
- O=S(=O)(Cc1ccccc1)N1CCCC(c2nc(-c3ccc(F)cc3)no2)C1 (stereo not drawn)
  0% | i | 3% | 11 | -18 | 23% | -1.5 | i

(cont.)
canonical_smiles,EPAC2 antagonist,PTHR1 ag,MmCpn inh,DRD3 antagonist,DRD3 agonist,EPAC2 agonist,CCT modulator,Akt phos inh
CN(C)c1nc(-c2cccnc2)nc(-c2ccccc2)c1C#N,2%,-2%,-3%,23,-3,0%,0.6,i
O=C1Nc2ccccc2N(O)N1c1ccc(Cl)cc1,4%,i,0%,3,3,6%,-6.6,i
COc1cc(OC)c(OC)cc1/C=N/NC(=O)CSc1ccccc1F,-17%,-7%,1%,-4,0,-4%,0.7,i
CC(C)N(C(=O)CSc1nnc(-c2cc3ccccc3cc2O)n1Cc1ccco1)C(C)C,-4%,i,1%,11,-8,-10%,-1.1,i
Cc1ccc(S(=O)(=O)NC(=O)NC(=O)N(C)S(=O)(=O)c2ccc(C)cc2)cc1,7%,i,2%,-3,1,11%,-4.9,i
O=C(Nc1ncc2c(n1)-c1ccccc1CC2)c1cccc(Cl)c1,-24%,-6%,1%,?,-4,5%,-2.3,i
Cc1ccc(NC(=S)N(Cc2cccs2)Cc2cc3cc(C)cc(C)c3[nH]c2=O)cc1,-1%,i,2%,1,4,-4%,-4.6,i
Cc1nc(CNS(=O)(=O)c2cc(F)ccc2F)cs1,8%,19%[57.5 µM],1%,?,-4,7%,1.0,i
Cc1c(Cl)cccc1NC(=O)C1CCN(S(C)(=O)=O)CC1,1%,i,-3%,8,2,5%,1.9,i
Cc1ccc(C(=O)OCCN(C)Cc2ccccc2)cc1,-5%[57.1 µM],-2%,-1%,-29,-9,10%,-3.5,i
NC(=O)c1ccc(N2CCN(S(=O)(=O)c3cccs3)CC2)c([N+](=O)[O-])c1,-6%,-46%[inhibitor],0%,14,4,11%,-1.7,i
CC1(C)CC(=O)C=C(Nc2ccccc2O)C1,8%,14%[57.5 µM],-5%,9,2,-10%,1.1,i
COc1ccc(OCC(O)CN(CCO)CC(O)Cn2ccc3ccccc32)cc1 (stereo not drawn),-17%,-11%,2%,-8,-5,8%,-0.1,i
CN(Cc1ccccc1)C(=O)c1csc([C@@H]2O[C@H](CO)[C@H](O)[C@H](O)[C@H]2O)n1,5%,-14%,·,3,0,2%,-2.4,i
COc1cc(/C=N/O)ccc1OCc1ccc([N+](=O)[O-])cc1,8%,-51%[inhibitor],1%,9,-1,-3%,-1.6,i
CCCC(C)NC(=O)COc1ccc(Sc2ccc(OCC(=O)NC(C)CCC)cc2)cc1 (stereo not drawn),-2%,-27%,2%,24,7,-2%,-1.6,i
CN1CC(=O)Nc2ccc(F)cc2C1=O,14%,i,·,-19,-7,0%,1.6,i
Cn1ccnc1SCC(=O)c1ccc(OC(F)F)cc1,0%,i,-1%,3,6,1%,0.3,i
CCOC(=O)CN1C(=O)N[C@@H](c2cccc(C(F)(F)F)c2)[C@@H](C(=O)OC)[C@H]1C,-9%,-3%,·,12,-10,-1%,-0.5,i
COC(=O)c1sccc1NC(=O)Nc1ccc(OC)cc1OC,-4%,-23%,-3%,-17,-10,-2%,1.9,i
COc1ccc(NC(=O)CN(C)C(=O)c2cc3c(cc2Cl)N2CCCCCC2=NS3(=O)=O)cc1,-13%,-52%[inhibitor],3%,0,-4,5%,0.4,i
O=C(COC(=O)/C=C/c1ccccc1[N+](=O)[O-])NNC(=O)c1ccc(F)cc1,3%,-16%,0%,-27,-2,10%,-0.1,i

This is a subset; count on the stated rates, not on these rows.
